# GLP-1R agonist: qHTS of GLP-1 Receptor Agonists | Potency, µM (series often up to 45.6 µM), for inactives: at the top dose activation, hits mostly activators | 0.007% of 380,000 active | HEK293 GLP-1R CRE-luciferase, luminescence, 4-6 h; cells express a hypersensitive GLP-1R form | Glucagon-like peptide 1 receptor (Homo sapiens), P43220; further: potency means the concentration at half of the fitted maximal effect; % of control where 0% means no effect
# Target sequence (P43220 whole entry, looked up): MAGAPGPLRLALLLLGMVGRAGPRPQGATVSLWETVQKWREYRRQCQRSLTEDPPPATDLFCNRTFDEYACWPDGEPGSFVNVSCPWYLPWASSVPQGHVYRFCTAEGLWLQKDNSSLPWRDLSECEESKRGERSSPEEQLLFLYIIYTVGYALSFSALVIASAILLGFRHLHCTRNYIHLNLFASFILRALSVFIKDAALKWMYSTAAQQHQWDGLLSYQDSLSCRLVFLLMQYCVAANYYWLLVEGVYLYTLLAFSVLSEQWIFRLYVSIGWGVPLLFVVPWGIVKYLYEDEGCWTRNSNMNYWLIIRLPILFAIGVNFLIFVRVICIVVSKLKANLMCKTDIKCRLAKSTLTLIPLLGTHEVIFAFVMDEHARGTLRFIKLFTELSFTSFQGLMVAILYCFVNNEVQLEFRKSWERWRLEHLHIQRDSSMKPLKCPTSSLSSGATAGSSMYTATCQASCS
# HEK293 tox: qHTS of GLP-1 Receptor Inverse Agonists: Cytotox Screen; HEK293 cAMP-luciferase reporter cells, luminescence, 24 h; Potency, µM (series often up to 38.3 µM), for the others: top-dose activity change, negative = inhibition, usual class: inhibitors; 0.13% of 410,000 active;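 further: loss of luciferase light is scored as toxicity; potency means the concentration at half of the fitted maximal effect; on the % scale 0 is the no-effect control and ±100 the full control effect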
#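 A 23 nL compound transfer followed 12 hours of cell culture at 37 deg C; exposure then lasted 24 hr. Luciferase assay detection reagent was dispensed and plates read for luminescence after a 12 min room-temperature wait.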
# aSyn rescue: qHTS of alpha-syn Inhibitors | Yeast expressing alpha-synuclein, growth rescue, BacTiter-Glo, 24 h | Potency, µM (titrated, usually from 46.1 µM), for the others: at the top dose growth rescue (activation), hits mostly activators | 0.14% of 370,000 active | AID 652106, 2013; further: potency means the concentration at half of the fitted maximal effect; % of control where 0% means no effect; nearly all actives have a fitted effect of over 65% in size
#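 Rescue of yeast growth: cells expressing toxic alpha-synuclein, induced in galactose at OD600 0.02, incubated with compound 24 h at 30 C. ATP luminescence quantified growth; inhibitors of toxicity appear as activators.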
# DRD3 antagonist: qHTS of D3 Dopamine Receptor Antagonist: qHTS; D3R cells, DiscoveRx beta-arrestin luminescence, antagonist mode; stronger effect = lower value; max response, negative = inhibition, %; 2.5% of 360,000 active; D(3) dopamine receptor (Homo sapiens), P35462; in the data active means max response below about -50%; inconclusive means no clear call, values can overlap the other calls; further: on the % scale 0 is the no-effect control and ±100 the full control effect; mostly tested at two doses, the higher about 12 µM
# Target sequence (P35462 whole entry, looked up): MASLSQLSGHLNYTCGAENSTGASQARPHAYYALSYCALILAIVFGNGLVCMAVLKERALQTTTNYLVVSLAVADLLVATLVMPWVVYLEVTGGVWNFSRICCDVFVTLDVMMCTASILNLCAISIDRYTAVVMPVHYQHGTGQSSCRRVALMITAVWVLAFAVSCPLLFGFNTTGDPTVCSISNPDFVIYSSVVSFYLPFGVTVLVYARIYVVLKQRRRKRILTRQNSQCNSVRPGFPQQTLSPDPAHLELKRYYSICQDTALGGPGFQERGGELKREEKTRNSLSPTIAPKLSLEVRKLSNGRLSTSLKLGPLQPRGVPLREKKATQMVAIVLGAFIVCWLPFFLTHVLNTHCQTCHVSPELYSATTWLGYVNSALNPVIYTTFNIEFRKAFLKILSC
#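 Cells plated overnight at 1500 cells/well, then exposed to library compounds with dopamine controls for 90 minutes at 37 degrees C. DiscoveRx reagent added for 30–60 minutes at room temperature; luminescence read, quantitative HTS format.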
# PTHR1 ag: qHTS for PTHR1 Agonists: Primary Screen; AID 743266, 2014; HEK293 GP2 PTHR1 cells, GloSensor cAMP luminescence, 1 h; Parathyroid hormone/parathyroid hormone-related peptide receptor (Homo sapiens), Q03431; Potency, µM (doses to about 115 µM), for the others: at the top dose activation, hits mostly activators; 0.075% of 410,000 active; further: potency means the concentration at half of the fitted maximal effect; nearly all actives have a fitted effect of over 55% in size; some results filed as inactive show a strong effect at the top dose; inactives centre near -15; many of its hits are not listed in these tables
#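 HEK-293-derived GP2 cells expressing PTHR1 and a GloSensor cAMP reporter, 3,000/well, plated overnight, given luciferin plus IBMX (each 0.5 mM as added) for 1 h at 37 °C, then compound for 1 h at 37 °C. Luminescence was read after 15 min at room temperature.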
# GLP-1R inv ag: qHTS of GLP-1 Receptor Inverse Agonists (Inhibition Mode). HEK293 GLP-1R CRE-luciferase, luminescence, 24 h; GLP-1R form is constitutively active. Potency, µM (titrated, usually from 38.3 µM), for inactives: at the highest dose activity change, negative = inhibition, hits mostly inhibitors. 1.6% of 410,000 active. AID 624417, 2012; further: potency means the concentration at half of the fitted maximal effect; on the % scale 0 is the no-effect control and ±100 the full control effect; nearly all actives have a fitted effect of over 55% in size
#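 Stable HEK293 clone (constitutively active GLP-1R + cAMP-response luciferase); 200 cells/uL plated, 12 h pre-culture, compound 24 hr, 37 deg C/5% CO2; detection reagent 12 min RT; luminescence.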
# D3 ag: qHTS of D3 Dopamine Receptor Agonist: qHTS | AID 652048, 2013 | D(3) dopamine receptor (Homo sapiens), P35462 | 0.58% of 410,000 active | max activation, % | D3R DiscoveRx beta-arrestin cells, luminescence, 90 min; in the data active means max activation above about 30%; further: 0% is about no effect; mostly tested at two doses, the higher about 12 µM
#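 Agonist mode: compounds and dopamine controls were applied to plated cells for 90 min at 37 degrees C after an overnight attachment at 1500 cells/well. Luminescent read-out followed 30 - 60 minutes at room temperature with DiscoveRx detection reagent.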
# KB-V1 MDR tox: qHTS assay for MDR1-selective chemotherapeutics: Primary screen using the drug-selected MDR subline cells KB-V1 | KB-V1 MDR cells viability, CellTiter-Glo, 72 h | Potency, µM (doses to about 46.1 µM), for the others: at the highest dose activity change, negative = cytotoxicity, most hits filed as cytotoxic | 3.4% of 400,000 active | AID 1347076, 2019; further: potency means the concentration at half of the fitted maximal effect; on the % scale 0 is the no-effect control and ±100 the full control effect; nearly all actives have a fitted effect of over 60% in size
#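 Drug-selected KB-V1 cells, grown in DMEM lacking phenol red with 10% FBS, receive compound titrations; after three days at 37 degrees C, surviving cell ATP is quantified by CellTiter-Glo luminescence and responses normalized and curve-fitted.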
# TDP-43 yeast inh: qHTS of TDP-43 Inhibitors; TDP-43 expressing yeast growth rescue, BacTiter-Glo, 24 h; Potency, µM (series often up to 46.1 µM), for inactives: top-dose growth rescue (activation), hits mostly activators; 1.8% of 410,000 active; AID 652104, 2013; further: potency means the concentration at half of the fitted maximal effect; % of control where 0% means no effect; nearly all actives have a fitted effect of over 50% in size
#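 Galactose-induced TDP-43 yeast, OD600=0.02, compound pinned; 24 hr, 30 deg C; BacTiter-Glo luminescence for growth. Inhibitors of TDP-43 toxicity read as activators.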
# Active calls of the source: *; i = inactive; ? = inconclusive; . = not tested or not shown; & = joins results of further samples; [ ] = remark or other dose. Unless noted, the call rests on the fitted dose curve; in most records, active means well fitted curve in the direction sought with a large enough effect; inconclusive means small, poorly fitted or top-dose-only effect, or another doubt; inactive means no such curve, though single readings can be large; an effect the other way counts as inactive or inconclusive. Not all compounds are listed (hit frequency here may not be typical).
SMILES,GLP-1R agonist,HEK293 tox,aSyn rescue,DRD3 antagonist,PTHR1 ag,GLP-1R inv ag,D3 ag,KB-V1 MDR tox,TDP-43 yeast inh
O=C(Nc1ccccc1)N1CCCN(Cc2ccccc2F)C1,-9.4%,-4.8%,3.7%,-4.7,-6.4%[57.5 µM],?,-4.2,0.1%,7.6%
COc1ccc(OC)c(/C=N/NC(=O)CNC(=O)c2cccc3ccccc23)c1,-3.4%,15.1%,1.1%,4.4,i,-8.4%,-15.9,18.7%,-10.3%
Cc1nc2ccc(NC(=O)CCC3CCCC3)cc2s1,9.5%,11.3%,-1.0%,4.7,i,-16.4%,-6.7,13.8%,18.3%
CCN1CCN(Cc2ccc(OCc3ccccc3)cc2)CC1,-16.0%,-8.7%,-2.5%,?,3.7%[57.5 µM],0.0%,-15.4,?,-21.4%
CC(C)c1cccc(C2=CC(=O)C[C@H](c3ccc4c(c3)OCO4)C2)c1,-5.3%,-9.4%,-8.1%,?,-35.0%[inhibitor],?,3.7,?,27.4%
CNS(=O)(=O)c1ccc2c(c1)NC(=O)C1CCCN21 (stereo not given),-4.6%,16.1%,-9.1%,24.4,7.0%,1.9%,-7.8,?,0.0%
Cc1ccccc1NC(=O)CCN1CCN(C/C=C/c2ccccc2)CC1,3.1%,-7.8%,-2.2%,-26.3,6.3%[57.5 µM],0.0%,25.2,?,-4.5%
O=C(COC(=O)CC1CCCC1)Nc1ccc(OC(F)F)cc1,16.5%,-4.7%,13.3%,25.7,i,8.0%,15.3,0.0%,-5.0%[0.397 µM]
CC1(C)NC(=O)N(CC(=O)N2CCN(c3ccc([N+](=O)[O-])cc3)CC2)C1=O,-1.7%,0.4%,1.1%[1.84 µM],3.9,-3.9%,7.8%,0.5,21.5%,3.0%
C[C@]12CS(=O)(=O)C[C@H]1SC(=S)N2c1ccccc1,3.9%,9.2%,-9.8%,-9.7,?,0.1%,-9.3,19.9%,-10.0%
CCOc1ccc(C2CC(c3cccc(Cl)c3)n3nc(N)nc3N2)cc1 (stereo not given),7.1%,8.0%,-2.6%,-9.2,i,-0.1%,0.7,11.9%,0.0%
CC(=O)N/C(=N/c1nc(C)cc(C)n1)Nc1ccc(C)cc1C,5.2%,-5.4%,1.5%,18.3,i,22.7%,10.0,-4.6%,0.0%
COc1ccc(-c2csc3nc(C(C)C)oc(=O)c23)cc1OC,-2.6%,6.9%,-6.5%,8.6,i,21.3%,2.9,4.9%,24.2%
CCOC(=O)C1=C(C)NC(=O)CC1c1cc2c(cc1[N+](=O)[O-])OCO2 (stereo not given),13.3%,2.9%,2.8%,5.6,i,11.4%,12.8,5.2%,-12.7%
COc1ccc(CC(=O)Nc2ccc(S(=O)(=O)Nc3onc(C)c3C)cc2)cc1OC,1.3%,0.5%,1.7%,-15.8,i,-3.3%,-1.8,?,-8.2%
CC(=O)c1cccc(NC(=O)c2c(N3CCCC3=O)c3cc(F)ccc3n2C)c1,10.7%,-23.0%,-0.5%,.,-30.8%,2.9%,-3.3,?,?
CC(=O)c1ccc(NC(=O)Cn2cnc(S(=O)(=O)N3CCC(C)CC3)c2)cc1,-0.3%,7.2%,1.6%,10.2,i,1.9%,-11.1,?,-2.0%
CCOc1cc(C2NC(=O)CCC2[N+](=O)[O-])cc(Br)c1OC (stereo not given),-2.6%,1.3%,1.0%,17.6,i,8.2%,13.2,-7.0%,9.5%
O=C(Nc1ccc2c(c1)OCO2)C1CC(=O)N(c2ccc(F)cc2)C1 (stereo not given),15.9%,-6.2%,-2.5%,0.3,-16.1%,-3.8%,3.3,26.8%,-8.2%
CC(=O)Nc1sc(N/N=C/c2ccccc2)nc1-c1ccc(C)cc1,1.0%,-4.5%,-7.0%,9.6,-18.8%,-14.3%,4.6,17.0%,24.7%
Cc1ccc(C(=O)N/C(=C\c2ccccc2F)c2nc(=S)[nH][nH]2)cc1,6.5%,-13.1%,-5.1%,?,9.4%,-14.1%,-13.1,6.2%,-21.4%
O=S(=O)(c1ccc(S(=O)(=O)N2CCCC3(CCCCC3)C2)cc1)N1CCCCC1,-0.7%,-3.5%,0.3%,-9.2,-4.4%[57.5 µM],-0.4%,-3.7,-2.5%,-4.1%
CCOC(=O)c1cc(-c2ccccc2)n(CCC(=O)N2CCN(c3ccccc3OC)CC2)c1C,1.2%,?,?,14.0,-14.9%,?,2.5,?,?
CCc1nn(CC(=O)NCCc2ccc(OC)c(OC)c2)c(=O)c2cc3occc3n12,.,-9.7%,.,.,i,3.9%,-12.7,-1.0%,0.6%
COC(=O)c1ccc(CN2CCCC(CO)(Cc3ccccc3F)C2)cc1 (stereo not given),16.4%,-3.0%,0.0%,-88.0*,i,?,-19.3,6.2%,11.8%
COc1cc(OC)cc(C(C)=O)c1,-6.0%,-3.6%,0.9%,0.8,-13.9%,124.6%[activator],0.7,5.7%,1.9%
O=C(Cc1ccccc1)NCc1n[nH]c(=S)n1-c1ccccc1,1.2%,6.1%,-3.4%,7.3,i,22.2%,-2.8,3.2%,29.5%
O=C(/C=C/c1cccc(Br)c1)N1CCN(c2ccccn2)CC1,0.4%,14.4%,1.4%,0.2,-9.3%,-0.5%,-0.8,?,6.0%
Cc1ccc(NC(=O)COC(=O)C2CCC2)cc1S(=O)(=O)N1CCCCC1,-14.7%,1.6%,-1.1%,13.2,i,-0.1%,5.5,2.6%,8.9%
CCC1C(C#N)=C(SCC(N)=O)NC2=C1C(=O)CC(C)(C)C2 (stereo not given),2.9%,0.4%,7.1%,12.7,-16.1%,1.9%,17.6,-15.5%,-6.8%
COc1ccc(Cc2c(-c3ccc(C#N)cc3)nc3c(Cl)cc(C(F)(F)F)cn23)c(C)c1,-3.1%,3.1%,-12.4%,0.0,-16.2%,-1.8%,-13.7,0.0%,-2.8%
CCOc1ccc(N(CC(=O)NCCc2ccccc2)C(=O)c2csnn2)cc1,6.5%,-2.8%,7.5%,9.6,i,3.1%,6.8,11.6%,1.0%
COc1ccc(C2CC(=O)Nc3cc(C)c(C)cc32)c(OC)c1OC (stereo not given),8.0%,-19.7%,1.1%,27.1,-6.3%,-4.6%,1.8,?,12.5%
CCCCNC(=O)C[C@@H]1C[C@@]2(C(=O)OC)CCCCC=C2N(CCc2ccc(OC)c(OC)c2)C1=O,.,0.4%,-2.5%,-24.8,-6.4%,-12.1%,-9.8,?,-11.8%
Cc1ccccc1N(CC(=O)NCCc1ccccc1)C(=O)c1csnn1,9.6%,-13.7%,6.6%,3.3,i,-4.4%,-3.7,-10.2%,-4.5%
CCC(=O)N1CCC1(C)C(=O)Nc1ccc2c(c1)OCO2 (stereo not given),7.1%,-1.1%,-0.3%,-22.4,?,11.9%,-3.9,?,-9.7%
Oc1oc(-c2ccccc2)nc1C=Nc1cccc2ccccc12,0.2%,-2.4%,-14.5%,7.9,6.6%[57.5 µM],-27.3%,5.8,4.4%,25.9%
COc1ccc(CNC(=O)CSc2nnc3c(Cl)cc(C(F)(F)F)cn23)cc1OC,-0.7%,11.6%,-5.7%,-19.1,-7.0%,5.2%,-4.7,?,24.7%
CC(C)(C)c1ccc(/C=N/OCC(=O)NCc2ccc(F)cc2)cc1,25.5%,-13.8%,9.2%,-6.4,-7.4%,?,11.6,?,4.3%
CC1CCCCC12NC(=O)N(CC(=O)OCc1ccc(Br)cc1)C2=O (stereo not given),4.2%,-20.0%,0.6%,5.4,-29.5%,?,0.6,-11.6%,9.0%

# 4 compounds drawn at random from those above, as already listed:
SMILES,GLP-1R agonist,HEK293 tox,aSyn rescue,DRD3 antagonist,PTHR1 ag,GLP-1R inv ag,D3 ag,KB-V1 MDR tox,TDP-43 yeast inh
CCc1nn(CC(=O)NCCc2ccc(OC)c(OC)c2)c(=O)c2cc3occc3n12,.,-9.7%,.,.,i,3.9%,-12.7,-1.0%,0.6%
CCOC(=O)c1cc(-c2ccccc2)n(CCC(=O)N2CCN(c3ccccc3OC)CC2)c1C,1.2%,?,?,14.0,-14.9%,?,2.5,?,?
Oc1oc(-c2ccccc2)nc1C=Nc1cccc2ccccc12,0.2%,-2.4%,-14.5%,7.9,6.6%[57.5 µM],-27.3%,5.8,4.4%,25.9%
O=C(/C=C/c1cccc(Br)c1)N1CCN(c2ccccn2)CC1,0.4%,14.4%,1.4%,0.2,-9.3%,-0.5%,-0.8,?,6.0%

# The listing continues.
SMILES,GLP-1R agonist,HEK293 tox,aSyn rescue,DRD3 antagonist,PTHR1 ag,GLP-1R inv ag,D3 ag,KB-V1 MDR tox,TDP-43 yeast inh
CCOC(=O)[C@H]1[C@H]2COc3ccc(OC)cc3[C@@H]2N2C(=O)CN(Cc3ccc(C)cc3)C(=O)[C@@]12C,17.2%,0.0%,5.7%,2.2,i,-4.3%,-6.1,19.3%,5.4%
CCOC(=O)c1ccc(NC(=O)NS(=O)(=O)c2ccc(C)cc2)cc1,-2.9%,-12.1%,6.1%,0.0,i,-0.1%,4.4,0.4%,9.7%
CCC(CC)c1nnc(NC(=O)c2ccc(S(=O)(=O)N3CCc4ccccc4C3)cc2)s1,-13.0%,6.4%,-6.6%,-3.0,-13.5%,-9.2%,-11.6,?,8.0%
O=S(=O)(c1cccs1)N1CCN(c2ccc(Cl)cc2)CC1,19.7%,-3.2%&10.3%,?,-22.1,-27.1%&-40.4%,-30.0%&7.4%,3.1&-8.0,-25.0%&-1.2%,-22.3%&2.1%
